M1 ag: M1 muscarinic receptor agonists, primary screen, CHO-M1 cells, Fluo-4 calcium, agonist mode | B-score at 10 µM | 64,000 tested, 3% active | Fluo-4 calcium fluorescence; stronger effect = higher value;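 active = fluorescence rise, raw or as B-score row- and column-corrected plate score, outside the 99.7% band of its plate's samples, either direction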
NADH coupling: inhibitors of PK/LDH coupling enzymes, profiling panel, artefact control, biochemical, MLSMR library; IC50, µM (series often up to 10 µM), inactives show top-dose inhibition; coupled PK/LDH NADH assays, four targets; 65,000 tested, 0.02% active;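 active = single-dose screening hits from any of four coupled enzyme assays that gave an IC50 when retested across doses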;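 note: the DPM-DC format reads NADH fluorescence rather than 340 nm absorbance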
tolC growth inh: growth inhibitors of E. coli tolC mutant, primary screen, strain BW25113 ΔtolC::kan, 384-well | OD615 | AID 573, 2007 | 65,000 tested, 2.2% active | growth inhibition, % at 10 µM (by protocol);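 active = growth inhibition at or above a cutoff equal to the mean over every tested compound plus 3 SD, cut at about 60% in these data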;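 note: growth measured after 20 h incubation at 37 °C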
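System: E. coli ΔtolC::kan strain BW25113; Buffer or medium: LB broth supplemented with 50 µg/mL kanamycin; Compound: 10 µM final, single dose; Incubation: bacterial growth with compound for 20 h at 37 °C; Signal: A615 absorbance measurement; Evaluation: growth inhibition in percent.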
RORA act: activators of orphan receptor RORA, primary screen, cell-based, luminescence | activation, % at 10 µM | CHO-K1 Gal4-RORA LBD luciferase reporter; percent increase over mock-subtracted basal signal | Nuclear receptor ROR-alpha (Homo sapiens), P35398 | 65,000 tested, 1.5% active;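 active = activation above the mean of all tested compounds plus 3 SD, cut at about 49% in these data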;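 note: 0% = DMSO-treated RORA cells and 100% = added signal equal to DMSO minus mock-transfected cells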
Target sequence (P35398 whole entry, looked up, the tested form may be a part): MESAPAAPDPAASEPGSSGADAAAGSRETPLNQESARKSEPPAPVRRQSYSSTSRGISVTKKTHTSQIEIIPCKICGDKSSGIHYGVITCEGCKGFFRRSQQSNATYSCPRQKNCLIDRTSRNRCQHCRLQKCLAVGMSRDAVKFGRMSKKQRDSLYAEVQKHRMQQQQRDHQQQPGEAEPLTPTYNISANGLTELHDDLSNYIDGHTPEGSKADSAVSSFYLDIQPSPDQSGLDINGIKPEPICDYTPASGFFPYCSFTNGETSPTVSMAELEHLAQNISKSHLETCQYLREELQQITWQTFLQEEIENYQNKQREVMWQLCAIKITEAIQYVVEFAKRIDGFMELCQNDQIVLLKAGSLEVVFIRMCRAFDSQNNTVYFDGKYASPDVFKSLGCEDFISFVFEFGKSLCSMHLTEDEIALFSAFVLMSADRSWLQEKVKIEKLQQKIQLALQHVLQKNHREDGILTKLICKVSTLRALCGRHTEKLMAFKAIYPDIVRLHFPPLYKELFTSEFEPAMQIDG
M1 antagonist: antagonists of rat M1 muscarinic receptor. B-score at 10 µM. 64,000 tested, 3.4% active. CHO-M1 cells, Fluo-4 calcium, ACh EC80 antagonist mode; stronger effect = lower value. AID 628, 2007. Muscarinic acetylcholine receptor M1 (Rattus norvegicus), P08482;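 active = calcium fluorescence response, raw or row-and-column corrected B-score, differing from the plate sample mean either way at a set confidence level, mostly lower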
TNAP act DEA: human TNAP enzyme activators, primary screen, biochemical, luminescent, intermediate phosphate acceptor level; activation factor at 20 µM; AID 813, 2007; purified TNAP, CDP-star luminescence, 100 mM DEA, 30 min; stronger effect = higher value; scale: 0 levamisole-inhibited, 1 vehicle-only enzyme; 64,000 tested, under 10 active;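 active = activation factor of at least 2 at 20 µM, relative to controls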
Ec RNAP inh: E. coli RNAP inhibitors, biochemical; DNA-directed RNA polymerase subunit beta (Escherichia coli (strain K12)), P0A8V2; E. coli RNA polymerase, fluorescence transcription assay; inhibition, %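 (tested at 10 µM)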; 62,000 tested, 0.2% active; in the data active = inhibition above about 20%;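 note: 0% = enzyme without compound and 100% = no enzyme blank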
Fluor 339 460: intrinsic fluorescence of library compounds, ex339/em460 – biochemical, MLSMR library, data from DPM-DC assay, artefact control, profiling panel. compound autofluorescence, ex339/em460 nm, NADH buffer; stronger effect = higher value; 1 = no-compound wells, NADH background. AID 709, 2007. fluorescence fold increase at 10 µM. 65,000 tested, 5.5% active;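 active = at 10 µM, mean starting fluorescence two-fold or more over control wells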;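 note: signal is the first read of a kinetic run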
SF1 activator: activators of human SF-1, primary screen, cell-based, CHO-K1, Gal4-SF-1 LBD, luciferase luminescence; 65,000 tested, 1.9% active; CHO-K1 Gal4-SF-1 LBD luciferase reporter; % increase over DMSO SF-1-specific signal; activation, % at 10 µM;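 active = activation above the mean activation of all tested compounds plus 3 SD, cut at about 50% in these data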
Target sequence (Q13285 whole entry, looked up, the tested form may be a part): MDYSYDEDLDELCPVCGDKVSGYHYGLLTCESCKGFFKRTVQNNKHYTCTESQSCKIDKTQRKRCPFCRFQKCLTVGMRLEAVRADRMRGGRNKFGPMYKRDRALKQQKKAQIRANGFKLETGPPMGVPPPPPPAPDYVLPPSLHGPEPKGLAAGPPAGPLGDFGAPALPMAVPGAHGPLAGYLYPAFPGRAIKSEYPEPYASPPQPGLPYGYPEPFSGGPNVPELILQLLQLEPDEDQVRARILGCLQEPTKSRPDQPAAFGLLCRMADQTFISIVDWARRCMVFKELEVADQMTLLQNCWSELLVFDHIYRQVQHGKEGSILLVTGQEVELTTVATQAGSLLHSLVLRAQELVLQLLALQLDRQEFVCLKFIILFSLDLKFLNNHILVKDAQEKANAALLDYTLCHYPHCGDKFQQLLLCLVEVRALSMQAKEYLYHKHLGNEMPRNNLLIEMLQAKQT
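System: CHO-K1 cells with Gal4–hSF-1 LBD chimera plus Gal4-driven luciferase; quantity: 4,000 CHO-K1 cells per well; compound: one dose, 10 µM compound, 1% DMSO; times: 20 h compound treatment, 37 °C; measured by: SteadyLite luciferase luminescence; read-out: percent activation versus DMSO; benchmarks: DMSO and mock-transfected background; replicates: one test per compound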
Starred values were filed as active, the others as inactive; [ ] = dose if it differs, or a comment.

Start of the data: the first 4 compounds as a preview:
Results for Nc1ccc(S(=O)(=O)N2CC3CC(C2)c2cccc(=O)n2C3)cc1 (configuration not stated) ?
M1 ag: 1.1; NADH coupling: 0%; tolC growth inh: -7; RORA act: 11; M1 antagonist: 0.48; TNAP act DEA: 1; Ec RNAP inh: 7; Fluor 339 460: 1.1; SF1 activator: -4

Results for C[C@H]1OC[C@@H](C[N+](C)(C)C)O1 ?
M1 ag: 48*; NADH coupling: 2%; tolC growth inh: 2; RORA act: -5; M1 antagonist: -9.7*; TNAP act DEA: 0.9; Ec RNAP inh: 8; Fluor 339 460: 1; SF1 activator: 1

How did O=C(C1c2ccccc2C(=O)N2CCc3ccccc3C12)N1CCC2(CC1)OCCO2 (configuration not stated) do in these assays?
M1 ag: 0.91; NADH coupling: 4%; tolC growth inh: 0; RORA act: -9; M1 antagonist: 0.14; TNAP act DEA: 0.9; Ec RNAP inh: 1; Fluor 339 460: 1.1; SF1 activator: 9

What do the screens show for `CC1(C)N(O)C2CCCCC2N1O` (configuration not stated)?
M1 ag: 0.12; NADH coupling: 3%; tolC growth inh: 0; RORA act: -12; M1 antagonist: 0.14; TNAP act DEA: 0.9; Ec RNAP inh: -2; Fluor 339 460: 1.1; SF1 activator: 11

The whole of this part, repeating the preview:
Results for Nc1ccc(S(=O)(=O)N2CC3CC(C2)c2cccc(=O)n2C3)cc1 (configuration not stated) ?
M1 ag: 1.1; NADH coupling: 0%; tolC growth inh: -7; RORA act: 11; M1 antagonist: 0.48; TNAP act DEA: 1; Ec RNAP inh: 7; Fluor 339 460: 1.1; SF1 activator: -4

Results for C[C@H]1OC[C@@H](C[N+](C)(C)C)O1 ?
M1 ag: 48*; NADH coupling: 2%; tolC growth inh: 2; RORA act: -5; M1 antagonist: -9.7*; TNAP act DEA: 0.9; Ec RNAP inh: 8; Fluor 339 460: 1; SF1 activator: 1

How did O=C(C1c2ccccc2C(=O)N2CCc3ccccc3C12)N1CCC2(CC1)OCCO2 (configuration not stated) do in these assays?
M1 ag: 0.91; NADH coupling: 4%; tolC growth inh: 0; RORA act: -9; M1 antagonist: 0.14; TNAP act DEA: 0.9; Ec RNAP inh: 1; Fluor 339 460: 1.1; SF1 activator: 9

What do the screens show for `CC1(C)N(O)C2CCCCC2N1O` (configuration not stated)?
M1 ag: 0.12; NADH coupling: 3%; tolC growth inh: 0; RORA act: -12; M1 antagonist: 0.14; TNAP act DEA: 0.9; Ec RNAP inh: -2; Fluor 339 460: 1.1; SF1 activator: 11

Results for CC1(C)Cc2c(sc3c2C(=O)NC(c2cccnc2)N3)CO1 (configuration not stated) ?
M1 ag: -0.49; NADH coupling: 2%; tolC growth inh: -2; RORA act: 8; M1 antagonist: -0.022; TNAP act DEA: 0.8; Ec RNAP inh: 14; Fluor 339 460: 1.1; SF1 activator: 6

How did COc1cc2[nH]c(=O)n(-c3ccccc3)c(=O)c2cc1OC do in these assays?
M1 ag: -0.14; NADH coupling: 1%[fluoresces]; tolC growth inh: -15; RORA act: -3; M1 antagonist: 0.015; TNAP act DEA: 1; Ec RNAP inh: 9; Fluor 339 460: 2.1*; SF1 activator: 2

Results for Cc1nonc1-c1nc(-c2nonc2N)n[nH]1 ?
M1 ag: -0.12; NADH coupling: 8%; tolC growth inh: -18; RORA act: 2; M1 antagonist: 0.39; TNAP act DEA: 0.9; Ec RNAP inh: 12; Fluor 339 460: 1.1; SF1 activator: -5

What do the screens show for `CCOc1cc(C2NCc3ccccc3-n3cccc32)ccc1O` (configuration not stated)?
M1 ag: -1; NADH coupling: 5%; tolC growth inh: 14; RORA act: -11; M1 antagonist: -1.4; TNAP act DEA: 1; Ec RNAP inh: 5; Fluor 339 460: 1.1; SF1 activator: -9

What do the screens show for `C=Cn1ccnc1P(=S)(c1c(C)nn(-c2ccccc2)c1C)c1nccn1C=C`?
M1 ag: 1.7; NADH coupling: 4%; tolC growth inh: 6; RORA act: -17; M1 antagonist: 0.64; TNAP act DEA: 1; Ec RNAP inh: 4; Fluor 339 460: 1.1; SF1 activator: 4

How did CC(=O)c1ccccc1NC(=O)C1C2CCC(O2)C1C(=O)O (configuration not stated) do in these assays?
M1 ag: -0.93; NADH coupling: 6%; tolC growth inh: -10; RORA act: -5; M1 antagonist: 0.33; TNAP act DEA: 0.9; Ec RNAP inh: 8; Fluor 339 460: 1.1; SF1 activator: -19

Results for O=C(CCCn1c(=O)[nH]c2cc(Cl)ccc2c1=O)N1CCC2(CC1)OCCO2 ?
M1 ag: -0.2; NADH coupling: 6%; tolC growth inh: -23; RORA act: -6; M1 antagonist: 1; TNAP act DEA: 0.9; Ec RNAP inh: 5; Fluor 339 460: 1.1; SF1 activator: -5

What do the screens show for `CC(=O)OC1(Cc2ccccc2)CN2CCC1c1ccccc12` (configuration not stated)?
M1 ag: -0.59; NADH coupling: 4%; tolC growth inh: 7; RORA act: -13; M1 antagonist: -0.087; TNAP act DEA: 0.9; Ec RNAP inh: 8; Fluor 339 460: 1.1; SF1 activator: 1

How did CSc1ccc(C(=O)C(C)(C)N2CCOCC2)cc1 do in these assays?
M1 ag: 0.23; NADH coupling: 2%; tolC growth inh: -8; RORA act: -17; M1 antagonist: 0.37; TNAP act DEA: 0.9; Ec RNAP inh: 6; Fluor 339 460: 1; SF1 activator: 7

Results for N=Cc1c(O)n(-c2cccc(Cl)c2)c(=O)[nH]c1=O ?
M1 ag: 2.5*; NADH coupling: 2%; tolC growth inh: 0; RORA act: -10; M1 antagonist: -0.74; TNAP act DEA: 0.9; Ec RNAP inh: 4; Fluor 339 460: 1.1; SF1 activator: 6

Results for [O-][n+]1onc2c1CCC1N(O)CCC21O (configuration not stated) ?
M1 ag: -0.49; NADH coupling: 0%; tolC growth inh: -17; RORA act: 2; M1 antagonist: -0.57; TNAP act DEA: 0.9; Ec RNAP inh: 8; Fluor 339 460: 1.1; SF1 activator: -10

Two consecutive compounds out of the list so far:
Results for N=Cc1c(O)n(-c2cccc(Cl)c2)c(=O)[nH]c1=O ?
M1 ag: 2.5*; NADH coupling: 2%; tolC growth inh: 0; RORA act: -10; M1 antagonist: -0.74; TNAP act DEA: 0.9; Ec RNAP inh: 4; Fluor 339 460: 1.1; SF1 activator: 6

Results for [O-][n+]1onc2c1CCC1N(O)CCC21O (configuration not stated) ?
M1 ag: -0.49; NADH coupling: 0%; tolC growth inh: -17; RORA act: 2; M1 antagonist: -0.57; TNAP act DEA: 0.9; Ec RNAP inh: 8; Fluor 339 460: 1.1; SF1 activator: -10

Additional records.
Results for O=C(CCC(=O)N1CCC2(CC1)OCCO2)Nc1nnc(C(F)(F)F)s1 ?
M1 ag: -0.61; NADH coupling: 2%; tolC growth inh: -13; RORA act: -8; M1 antagonist: 0.013; TNAP act DEA: 0.9; Ec RNAP inh: 10; Fluor 339 460: 1.1; SF1 activator: -7

How did Cc1ccc(-c2nc(CS(=O)CC(=O)N3CCC4(CC3)OCCO4)c(C)o2)cc1 (configuration not stated) do in these assays?
M1 ag: -0.3; NADH coupling: 2%; tolC growth inh: -10; RORA act: 14; M1 antagonist: -0.1; TNAP act DEA: 0.9; Ec RNAP inh: 10; Fluor 339 460: 1; SF1 activator: 2

Results for CC(=NCCCN1CCCCC1)c1c(O)n(Cc2ccccc2)c(=O)[nH]c1=O ?
M1 ag: -0.84; NADH coupling: 4%; tolC growth inh: -11; RORA act: 13; M1 antagonist: -0.92; TNAP act DEA: 0.9; Ec RNAP inh: 9; Fluor 339 460: 1.1; SF1 activator: -4

What do the screens show for `CCOc1c(P(=S)(N(C)C)N(C)C)c(C)nn1-c1ccccc1`?
M1 ag: 1.2; NADH coupling: 11%; tolC growth inh: 9; RORA act: 8; M1 antagonist: -0.32; TNAP act DEA: 0.9; Ec RNAP inh: 1; Fluor 339 460: 1; SF1 activator: 9

What do the screens show for `O=c1[nH]c(=O)n(Cc2ccc(F)cc2)c(O)c1C=NCC1CCCO1` (configuration not stated)?
M1 ag: -0.63; NADH coupling: 6%; tolC growth inh: 11; RORA act: 4; M1 antagonist: -0.9; TNAP act DEA: 0.9; Ec RNAP inh: 4; Fluor 339 460: 1.1; SF1 activator: -4

Results for C[C@H]1CCCC(=O)CCCCCc2cc(O)cc(O)c2C(=O)O1 ?
M1 ag: -0.21; NADH coupling: 1%; tolC growth inh: 22; RORA act: -20; M1 antagonist: 0.53; TNAP act DEA: 0.9; Ec RNAP inh: 7; Fluor 339 460: 1.1; SF1 activator: -9

How did Cc1[nH]c2c(Cl)cccc2c1CCN do in these assays?
M1 ag: 0.22; NADH coupling: 2%; tolC growth inh: -11; RORA act: -5; M1 antagonist: -2.8*; TNAP act DEA: 0.9; Ec RNAP inh: 8; Fluor 339 460: 1; SF1 activator: -12

What do the screens show for `CSC1=NP(=S)(SC)N2CCCC2=C1C#N` (configuration not stated)?
M1 ag: -0.41; NADH coupling: 7%; tolC growth inh: -29; RORA act: 23; M1 antagonist: -0.26; TNAP act DEA: 0.9; Ec RNAP inh: 10; Fluor 339 460: 1.1; SF1 activator: -5

How did c1ccc(C2=NP(N3CCOCC3)(N3CCOCC3)=NC(N3CCOCC3)=N2)cc1 do in these assays?
M1 ag: -0.35; NADH coupling: 2%; tolC growth inh: -1; RORA act: 20; M1 antagonist: 0.15; TNAP act DEA: 1; Ec RNAP inh: 6; Fluor 339 460: 1.1; SF1 activator: -1

Compound activity deposited in PubChem by several laboratories.

Some of the compounds tested; rates above refer to the full screens.
